From PubChem BioAssay
Hsp70 activator – Hsp70 transcriptional activation, primary screen; HeLa Hsp70 promoter luciferase reporter, luminescence; scaled: vehicle 0, proteasome-inhibitor control 100%; 0.04% of 200,000 active; activation, % at 10 µM;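 active = activation above the mean across all tested compounds plus 3 SD, cutoff set per campaign, cut at about 5.5% in these data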;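 also: 100% = MG132 at 30 µM as the positive control and 0% = DMSO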
STAT3 act – STAT3 signaling activation. U3A cells, IL-6 STAT3-luciferase reporter, luminescence; 100% = signal with IL-6 EC80 alone. 0.91% of 190,000 active. activation (% of control), % at 5.6 µM. AID 871;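 active = activation above the screen-wide mean of compound activation plus 3 SD, cut at about 130% in these data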;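 also: 0% = background luminescence of wells with medium and substrate only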
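Assay system – human STAT1-deficient U3A cells with stable STAT3-luciferase reporter · Also added – IL-6 (33 ng/mL) · Schedule – compound 1 h, then IL-6 6 h at 37 °C · Technique – reporter luminescence signal · Evaluation – % activation versus median of IL-6-stimulated wells · Benchmarks – IL-6-only wells as 100% reference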
RAM network inh – blocks the yeast RAM network; inhibition, % at 50 µM; 1.8% of 190,000 active; AID 868; S. cerevisiae dse1pr::URA3 reporter, 5-FOA growth OD615, 2 d; analog-sensitive cbk1-as2 kinase mutant strain;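 active = inhibition above a set limit, 3 SD over mean compound inhibition, cut at about 8.4% in these data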;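 also: 0% = DMSO-only wells with no growth and 100% = 10 µM 1-NA-PP1 full growth; inhibition rescues growth on 5-FOA so higher OD means more RAM inhibition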
STAT1 act – STAT1 signaling activation. 2.6% of 200,000 active. activation (% of control), % at 5.5 µM. AID 932. NIH 3T3 STAT1-luciferase reporter, IFN-gamma, luminescence; 100% = IFN-gamma alone, no compound;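 active = activation above the screen-wide mean activation plus 3 SD, cut at about 130% in these data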;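 also: raw ratio to IFN-gamma control signal so 100% means no change and 0% no light; values of inactives mirror those of a sister screen read the other way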
APP 5UTR inh – APP translation inhibition | SH-SY5Y APP 5'UTR-luciferase reporter, luminescence | inhibition, % at 2 µM | 0.82% of 190,000 active;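 active = inhibition above a set limit, derived from the sample mean plus 3 SD, cut at about 45% in these data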; also: values of inactives mirror those of a sister screen read the other way
STAT3 blocker – STAT3 signaling inhibition; U3A cells, IL-6 STAT3-luciferase reporter, luminescence; host cell line lacks STAT1; inhibition, % at 5.5 µM; 0.89% of 190,000 active;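 active = inhibition above the mean inhibition across all screened compounds plus 3 SD, cut at about 44% in these data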;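 also: 0% = DMSO only wells and 100% = 100 µM nifuroxazide control wells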
STAT1 inh – inhibitors of IFN-gamma induced STAT1 signaling; NIH 3T3 STAT1-luciferase reporter, luminescence; inhibition, % at 5.5 µM; 0.35% of 200,000 active; AID 920;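 active = inhibition above a set limit, the mean inhibition across all tested compounds plus 3 SD, cut at about 34% in these data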;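 also: 0% = IFN-gamma with DMSO and 100% = IFN-gamma with 300 µM nifuroxazide; values of inactives mirror those of a sister screen read the other way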
NF-kB expr up – NF-kB expression increase, human neuronal cells; NF-kB reporter expression; stronger effect = higher value; fold change at 12.5 µM; 1.6% of 190,000 active; in the data active = fold change above about 3.3
FLuc inh counter – counter-screen for luciferase assay inhibitors: firefly luciferase inhibition | AID 1006 | 1.5% of 200,000 active | inhibition, % at 10 µM | ATPLite firefly luciferase biochemical luminescence, 10 min;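 active = inhibition above about 50% when tested at 10 µM, limit read from the data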
Target sequence (P08659 whole entry, looked up): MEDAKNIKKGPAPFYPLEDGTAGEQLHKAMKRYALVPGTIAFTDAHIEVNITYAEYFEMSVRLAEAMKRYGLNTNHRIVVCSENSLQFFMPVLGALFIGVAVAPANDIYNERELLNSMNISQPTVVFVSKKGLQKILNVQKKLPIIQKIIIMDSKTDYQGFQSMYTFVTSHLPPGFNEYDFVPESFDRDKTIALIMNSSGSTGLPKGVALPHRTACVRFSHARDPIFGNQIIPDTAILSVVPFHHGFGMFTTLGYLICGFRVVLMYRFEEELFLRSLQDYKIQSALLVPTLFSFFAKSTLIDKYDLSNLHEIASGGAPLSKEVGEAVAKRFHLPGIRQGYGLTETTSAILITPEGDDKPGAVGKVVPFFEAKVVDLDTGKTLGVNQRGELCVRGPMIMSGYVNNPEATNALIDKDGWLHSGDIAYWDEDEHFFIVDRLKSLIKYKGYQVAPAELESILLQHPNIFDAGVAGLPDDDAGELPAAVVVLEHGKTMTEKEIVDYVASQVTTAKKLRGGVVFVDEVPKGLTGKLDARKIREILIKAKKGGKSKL
APP 5'UTR act – activates APP 5'UTR luciferase reporter. SH-SY5Y APP 5'UTR luciferase reporter, luminescence; zero percent = DMSO vehicle wells. activation, % at 2 µM. 1% of 190,000 active;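 active = activation above a set limit, based on mean plus 3 SD of controls, cut at about 140% in these data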; also: values of inactives mirror those of a sister screen read the other way
* = called active by the depositor; . = not tested or not shown.

1. Cn1cccc1C(=O)C(=O)Nc1cc(Cl)cc(Cl)c1
2. CCc1nc(-c2ccc(-c3ccc(OC)cc3)nc2OC)no1
3. Cc1ccc(C)c(Cn2c(O)c(N=NC(=S)Nc3ccccc3F)c3ccccc32)c1
4. CCOC(=O)N1CCC(Nc2c(OCC)c(=O)c2=O)CC1
5. Cc1onc(-c2ccccc2Cl)c1C(=O)Nc1ccc(OCC(=O)N2CCOCC2)cc1
6. CCOCCCNC(=O)c1c[nH]c2ccc(S(=O)(=O)Nc3cccc(OC)c3)cc2c1=O
assay / compound,1,2,3,4,5,6
Hsp70 activator,-0.1,-0.1,0.0,-0.1,-0.2,0.2
STAT3 act,107,109,93,100,90,103
RAM network inh,2.8,1.6,2.7,-0.3,1.1,5.1
STAT1 act,122,117,97,107,90,96
APP 5UTR inh,-22,-4,14,.,1,-8
STAT3 blocker,-8,-10,11,9,16,1
STAT1 inh,-25,-19,3,-7,11,4
NF-kB expr up,2.1,1.8,0.96,1.1,1.1,0.97
FLuc inh counter,0,2,-2,-5,0,2
APP 5'UTR act,22,4,-14,.,-1,8

7. C=CCNc1ncnc2c1cnn2-c1ccc(C)cc1C
8. Cn1c2ccccc2n2c(=O)c(=O)n(CC(=O)N3CCCc4ccccc43)nc12
9. Cc1ccccc1/C=C/c1nc2ccccc2c(=O)n1CCc1ccccc1
10. CCSC1=C(C#N)C2(CCCC2)C(C#N)=C(N)N1
11. CCOc1ccc(C2CC(c3ccc(Br)cc3)Nc3nc(N)nn32)cc1 (configuration not stated)
12. CCCc1c(O)c2ccccc2[nH]c1=O
assay / compound,7,8,9,10,11,12
Hsp70 activator,-0.3,-0.5,-0.5,-0.4,0.2,-0.3
STAT3 act,106,93,105,102,103,115
RAM network inh,1.1,0.7,7.3,4.4,.,1.4
STAT1 act,105,91,93,104,100,101
APP 5UTR inh,-21,-3,-8,-16,-15,14
STAT3 blocker,-7,11,0,1,-1,-16
STAT1 inh,-5,10,8,-4,-1,-1
NF-kB expr up,1.1,1.1,0.59,1,.,1.1
FLuc inh counter,4,-1,-2,3,.,-9
APP 5'UTR act,21,3,8,16,15,-14

13. CC(N=Cc1c(O)c2ccccc2oc1=O)C(=O)O (configuration not stated)
14. CC(C)c1ccc(NCCC(=O)c2ccc(Br)cc2)cc1
15. O=c1c2c(nc3c(-c4cccc5ccccc45)c[nH]n13)CCC2
16. CN(C(=O)CSc1nc(N)c2c3c(sc2n1)CSC(C)(C)C3)c1ccccc1
17. O=C1CCC(c2ccccc2)=NN1Cc1c(F)cccc1Cl
18. O=C(O)c1nn(CC(=O)N2CCCCCC2)c(=O)c2ccccc12
assay / compound,13,14,15,16,17,18
Hsp70 activator,-0.2,-0.5,-0.6,-0.5,-0.2,-0.3
STAT3 act,103,107,94,100,105,102
RAM network inh,1.1,0.8,3.2,-0.4,2.8,0.4
STAT1 act,95,105,96,88,92,104
APP 5UTR inh,0,14,9,-17,-11,-2
STAT3 blocker,3,-14,10,-2,4,2
STAT1 inh,4,-6,5,13,9,-3
NF-kB expr up,1.1,0.88,0.99,1,0.81,0.8
FLuc inh counter,-6,2,5,-7,-3,1
APP 5'UTR act,-1,-14,-9,17,11,2

19. CCN(CC)CCNC(=O)c1ccc(CS(=O)(=O)c2ccc(Br)cc2)o1
20. O=C(O)c1cccc(S(=O)(=O)Nc2ccccc2Cl)c1
21. Cc1ccc(OCC(=O)Nc2ccc(N3CCN(S(C)(=O)=O)CC3)cc2)cc1
22. CCCP(=O)(CC(=O)O)c1ccccc1 (configuration not stated)
23. Oc1c(C2=NCCNC(C(F)(F)F)=C2)ccc2ccccc12
24. CN(c1cccc(Cl)c1)S(=O)(=O)c1cccc(C(=O)NC2=NCCS2)c1
assay / compound,19,20,21,22,23,24
Hsp70 activator,-0.2,0.1,-0.4,-0.3,0.6,-0.4
STAT3 act,106,104,101,102,104,93
RAM network inh,1.6,1.8,2.4,0.6,-1.0,3.0
STAT1 act,98,106,102,102,199*,100
APP 5UTR inh,-5,3,9,14,-133,4
STAT3 blocker,-2,-4,2,4,4,12
STAT1 inh,3,-7,-4,-1,-111,0
NF-kB expr up,0.95,1.1,1.1,1.1,6*,1
FLuc inh counter,-4,-4,-4,-1,20,5
APP 5'UTR act,5,-3,-9,-14,133,-4

25. CC1CCC(C(C)C)C(OC(=O)CSc2nnc(N)s2)C1 (configuration not stated)
26. CSc1nc(C)cc(Oc2ccccc2)n1
27. O=c1c2[nH]c3ccccc3c2ncn1Cc1cccnc1
28. CCOC(=O)Cc1cc(-c2ccc(OC)cc2)nc2ccc3ccccc3c12
29. COC(=O)CCC(=O)COc1ccccc1C#N
30. Cc1ccc(S(=O)(=O)/C(C#N)=C/c2c(N3CCOCC3)nc3ccccn3c2=O)cc1
assay / compound,25,26,27,28,29,30
Hsp70 activator,-0.2,-0.1,-0.3,-0.2,0.3,-0.3
STAT3 act,101,103,95,128,92,106
RAM network inh,0.1,0.8,2.6,2.6,1.2,2.9
STAT1 act,96,90,100,99,103,103
APP 5UTR inh,-5,-3,1,18,-4,3
STAT3 blocker,4,-5,10,-37,15,-4
STAT1 inh,5,10,0,1,-4,-4
NF-kB expr up,1.1,1.2,1.2,0.85,1.3,1
FLuc inh counter,0,-2,-4,-3,2,1
APP 5'UTR act,5,3,-1,-18,4,-3

31. Cc1[nH]c2ccccc2c1/C=N/NC(=O)CNC(=O)COc1ccccc1
32. NC(=S)n1[nH]c(-c2ccc([N+](=O)[O-])cc2)c(N=Nc2cccc(Cl)c2)c1=O
33. CCOC(=O)CSc1nc(C)c(C(C)=O)cc1C#N
34. Cc1cccc(NC(=O)Cn2nnc3ccccc32)c1
35. COc1ccc(Cl)cc1C(=O)NNC(=O)c1cccc(S(=O)(=O)N(C)C)c1
36. Cc1ccc(NC2OC(CO)C(O)C2O)cc1[N+](=O)[O-] (configuration not stated)
assay / compound,31,32,33,34,35,36
Hsp70 activator,0.6,-0.1,0.0,-0.3,-0.6,-0.2
STAT3 act,92,70,90,112,91,88
RAM network inh,3.9,1.8,3.4,1.0,1.9,0.7
STAT1 act,101,84,108,130*,100,87
APP 5UTR inh,-7,14,-16,-45,13,0
STAT3 blocker,19,39,14,-7,6,13
STAT1 inh,-1,16,-11,-36,0,14
NF-kB expr up,0.96,0.43,1.7,2.6,0.93,1.2
FLuc inh counter,1,-8,1,-3,-3,-3
APP 5'UTR act,7,-14,16,45,-13,0

37. O=C(N/N=C/c1ccc(OC(F)F)cc1OC(F)F)c1ccc(Br)cc1
38. CCN1CCC(NC(=O)c2cc(OC)c(OC)cc2OC)CC1
39. O=C(NNC(=S)Nc1ccc(Cl)cc1Cl)C1CC1
40. C/C(=N\NC(=O)C1CC1c1ccccc1)c1ccc(C)s1 (configuration not stated)
41. COc1cc(C(=O)NCCOc2cc(C)cc(C)c2)c(Br)c(OC)c1OC
42. Cc1cc(C)c(S(=O)(=O)Nc2nnc(C)s2)c(C)c1
assay / compound,37,38,39,40,41,42
Hsp70 activator,-0.3,-0.2,-0.2,-0.5,0.0,0.0
STAT3 act,102,105,106,97,105,102
RAM network inh,1.4,0.5,1.3,3.3,0.9,0.7
STAT1 act,105,99,112,100,98,97
APP 5UTR inh,-6,0,-9,14,16,-10
STAT3 blocker,-7,-1,-2,10,-1,2
STAT1 inh,-6,1,-13,0,2,3
NF-kB expr up,0.94,0.99,1.7,0.94,2.8,1.2
FLuc inh counter,-1,6,-7,-7,-1,-5
APP 5'UTR act,6,0,9,-14,-16,10

43. CN(c1ccccc1)S(=O)(=O)c1cccc(C(=O)NNC(=O)c2ccccc2)c1
44. O=C(NCCN1CCN(c2ccccc2F)CC1)C1c2ccccc2C(=O)N2CCc3ccccc3C12 (configuration not stated)
45. Cc1cc(C)cc(N(C(=O)c2cccs2)C2C=CS(=O)(=O)C2)c1 (configuration not stated)
46. CC(c1nc2ccccc2c(=O)[nH]1)N(C)c1ccc2ccccc2c1 (configuration not stated)
47. C=CCN(c1ccc(C(=O)N2CCN(c3ccc(F)cc3)CC2)cc1)S(C)(=O)=O
48. CCCS(=O)(=O)N1CCCC(C(=O)NCCCN(C)c2ccccc2)C1 (configuration not stated)
assay / compound,43,44,45,46,47,48
Hsp70 activator,-0.4,-0.2,-0.4,-0.3,-0.4,-0.4
STAT3 act,80,101,101,109,101,101
RAM network inh,0.6,-0.6,1.8,5.1,2.6,1.6
STAT1 act,80,90,96,96,95,101
APP 5UTR inh,-1,-16,-20,5,-7,.
STAT3 blocker,27,2,0,-14,4,5
STAT1 inh,19,11,3,4,6,-1
NF-kB expr up,1.3,0.72,0.9,0.94,0.98,0.92
FLuc inh counter,-1,-9,-6,-3,-2,-5
APP 5'UTR act,1,15,20,-5,7,.

Brought forward from above: 2 compounds; new compounds follow.
47. C=CCN(c1ccc(C(=O)N2CCN(c3ccc(F)cc3)CC2)cc1)S(C)(=O)=O
48. CCCS(=O)(=O)N1CCCC(C(=O)NCCCN(C)c2ccccc2)C1 (configuration not stated)
49. Cn1c(O)c(N=NC(=O)c2cc(-c3cccs3)nc3ccccc23)c2ccccc21
50. COc1ccc(/C=C/C(=O)OCC(=O)Nc2ccc(S(N)(=O)=O)cc2)cc1OC
51. CCOC(=O)c1cc2n(c1/N=C/N(C)C)-c1ccccc1C2=O
52. COc1ccccc1N1CCN(Cc2cccs2)CC1
53. COCCNc1oc(COc2cccc(C)c2)nc1C#N
54. CCCCNCc1cc(Br)c(OCC(=O)N2CCOCC2)c(OC)c1
assay / compound,47,48,49,50,51,52,53,54
Hsp70 activator,-0.4,-0.4,-0.4,0.1,-0.4,1.2,-0.4,-0.4
STAT3 act,101,101,100,102,96,93,105,109
RAM network inh,2.6,1.6,5.8,6.2,3.3,0.0,0.8,3.7
STAT1 act,95,101,100,104,99,101,103,103
APP 5UTR inh,-7,.,2,-34,28,.,-12,0
STAT3 blocker,4,5,1,-2,2,9,-4,1
STAT1 inh,6,-1,0,-3,1,-1,-3,-3
NF-kB expr up,0.98,0.92,1.2,1.1,0.89,1.1,1.5,1.1
FLuc inh counter,-2,-5,-2,-2,-1,3,-3,-7
APP 5'UTR act,7,.,-2,34,-28,.,12,0

55. O=C(Cn1nnc(-c2cc(Cl)ccc2-n2cnnn2)n1)N1CCCc2ccccc21
56. O=[N+]([O-])c1cc(S(=O)(=O)N2CCCC2)ccc1N/N=C/c1ccccn1
57. CC(=O)c1sc(NC(=O)c2ccccc2F)nc1C
58. O=C(CCCCCn1c(SCc2ccncc2)nc2ccccc2c1=O)NCc1ccco1
59. Nc1nncn1C(=O)c1c(Cl)cccc1Cl
60. CCC(=O)Nc1ccc(NC(=O)CSc2nnc(-c3ccc(O)cc3)n2CC2CCCO2)cc1 (configuration not stated)
61. CCOC(=O)c1ccccc1NC(=O)CSc1nnnn1C1CCCCC1
assay / compound,55,56,57,58,59,60,61
Hsp70 activator,-0.5,-0.1,0.0,-0.1,-0.1,-0.4,-0.1
STAT3 act,96,92,77,101,95,93,105
RAM network inh,-0.3,2.4,1.7,1.5,1.9,1.2,3.1
STAT1 act,100,100,122,102,101,96,93
APP 5UTR inh,6,13,-116,-9,3,9,-6
STAT3 blocker,10,17,36,4,10,9,-2
STAT1 inh,0,0,-24,-3,3,3,7
NF-kB expr up,0.8,1.1,3.5*,1.1,1.2,1.3,0.97
FLuc inh counter,-1,-7,44,-8,-2,2,-2
APP 5'UTR act,-6,-13,116,9,-3,-9,6

Not a hit list; about 7.7% have a hit in one of these screens.
